DRD3 agonist: D3 dopamine receptor (human) agonism. P35462. D3R DiscoveRx beta-arrestin cells, luminescence, 90 min. max activation, %. hit rate 0.58% among 410,000; in the data active means max activation above about 30%; further: 0% is about no effect; mostly tested at two doses, the higher about 12 µM
Target sequence (P35462 whole entry, looked up): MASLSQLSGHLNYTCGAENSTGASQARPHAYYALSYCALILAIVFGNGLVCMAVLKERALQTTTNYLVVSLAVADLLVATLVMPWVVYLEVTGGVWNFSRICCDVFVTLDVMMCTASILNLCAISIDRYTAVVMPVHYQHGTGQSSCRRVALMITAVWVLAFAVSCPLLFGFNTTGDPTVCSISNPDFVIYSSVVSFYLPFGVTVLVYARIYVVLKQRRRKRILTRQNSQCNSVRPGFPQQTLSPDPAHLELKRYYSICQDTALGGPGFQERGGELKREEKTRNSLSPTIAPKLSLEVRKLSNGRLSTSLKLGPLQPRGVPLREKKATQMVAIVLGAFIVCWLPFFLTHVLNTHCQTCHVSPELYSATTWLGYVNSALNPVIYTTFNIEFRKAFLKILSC
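Agonist mode: compounds and dopamine controls were applied to plated cells for 90 min at 37 degrees C after an overnight attachment at 1500 cells/well. Luminescent read-out followed 30 - 60 minutes at room temperature with DiscoveRx detection reagent.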
DRD3 antagonist: blocks the human D3 dopamine receptor | D3R cells, DiscoveRx beta-arrestin luminescence, antagonist mode; active compounds read low | hit rate 2.5% among 360,000 | max response, negative = inhibition, %; in the data active means max response below about -50%; inconclusive means no clear call, values can overlap the other calls; further: on the % scale 0 is the no-effect control and ±100 the full control effect; mostly tested at two doses, the higher about 12 µM
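Cells expressing the human receptor were seeded at 1500 cells/well, incubated overnight at 37 degrees C in 5% CO2, then exposed to library compounds with dopamine controls for 90 minutes at 37 degrees C before luminescent detection.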
GLP1R ag: agonists of human GLP-1 receptor. HEK293 GLP-1R CRE-luciferase, luminescence, 4-6 h; cells express a hypersensitive GLP-1R form. P43220. Potency, µM (series often up to 45.6 µM), without a hit: at the highest dose activation, most hits filed as activators. hit rate 0.007% among 380,000. AID 624172; further: potency means the concentration at half of the fitted maximal effect; % of control where 0% means no effect
Target sequence (P43220 whole entry, looked up): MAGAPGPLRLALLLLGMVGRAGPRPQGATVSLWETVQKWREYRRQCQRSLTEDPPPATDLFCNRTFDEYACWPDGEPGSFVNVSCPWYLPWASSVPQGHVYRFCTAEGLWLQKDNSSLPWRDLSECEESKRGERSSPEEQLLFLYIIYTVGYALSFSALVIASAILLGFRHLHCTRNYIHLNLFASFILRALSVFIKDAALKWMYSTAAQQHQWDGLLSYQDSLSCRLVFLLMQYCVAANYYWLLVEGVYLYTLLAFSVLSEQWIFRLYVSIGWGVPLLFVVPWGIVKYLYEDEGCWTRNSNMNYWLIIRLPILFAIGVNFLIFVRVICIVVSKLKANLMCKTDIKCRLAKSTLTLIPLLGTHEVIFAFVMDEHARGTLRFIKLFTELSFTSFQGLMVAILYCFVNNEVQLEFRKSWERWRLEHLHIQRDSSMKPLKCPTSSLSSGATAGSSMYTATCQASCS
KB-V1 MDR tox: KB-V1 MDR subline cytotoxicity. hit rate 3.4% among 400,000. KB-V1 MDR cells viability, CellTiter-Glo, 72 h. AID 1347076. Potency, µM (titrated, usually from 46.1 µM), inactives show top-dose activity change, negative = cytotoxicity, hits mostly cytotoxic; further: potency means the concentration at half of the fitted maximal effect; on the % scale 0 is the no-effect control and ±100 the full control effect; nearly all actives have a fitted effect of over 60% in size
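Potencies derive from concentration-effect curves fitted to normalized luminescence (CellTiter-Glo) of KB-V1 cells treated for 72 h at 37 degrees C in phenol-red-free DMEM containing 10% FBS.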
HEK293 tox: cytotoxicity counter-screen for GLP-1 receptor inverse agonists | hit rate 0.13% among 410,000 | Potency, µM (highest dose often 38.3 µM), without a hit: at the top dose activity change, negative = inhibition, hits mostly inhibitors | HEK293 cAMP-luciferase reporter cells, luminescence, 24 h;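 further: loss of luciferase light is scored as toxicity; potency means the concentration at half of the fitted maximal effect; on the % scale 0 is the no-effect control and ±100 the full control effect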
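1536-well qHTS counterscreen of the MLSMR; 200 cells/uL, 12 h pre-incubation, 23 nL cpd, 24 h at 37 deg C 5% CO2, luciferase detection reagent, 12 min RT, luminescence. Inhibition = undesired.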
TDP43 rescue: rescues yeast growth from TDP-43 toxicity. AID 652104. Potency, µM (titrated, usually from 46.1 µM), for inactives: at the highest dose growth rescue (activation), actives largely listed as activators. TDP-43 expressing yeast growth rescue, BacTiter-Glo, 24 h. hit rate 1.8% among 410,000; further: potency means the concentration at half of the fitted maximal effect; % of control where 0% means no effect; nearly all actives have a fitted effect of over 50% in size
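Readout is BacTiter-Glo luminescence of cell growth, so inhibitors register as activators. TDP-43-expressing yeast at OD600=0.02 in galactose medium, after raffinose pregrowth to mid-log, were incubated with compound for 24 hr at 30 deg C.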
GLP-1R inv ag: inverse agonists of human GLP-1 receptor | HEK293 GLP-1R CRE-luciferase, luminescence, 24 h; GLP-1R form is constitutively active | Potency, µM (series often up to 38.3 µM), inactives show top-dose activity change, negative = inhibition, hits mostly inhibitors | hit rate 1.6% among 410,000 | AID 624417; further: potency means the concentration at half of the fitted maximal effect; on the % scale 0 is the no-effect control and ±100 the full control effect; nearly all actives have a fitted effect of over 55% in size
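Constitutively active GLP-1R drives a cAMP-responsive luciferase in stably transfected HEK293 cells; test compounds are added after overnight (12 h) attachment and left 24 hr, and signal loss in luminescence marks inhibition.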
PTHR1 agonist: PTHR1 (human) receptor agonism | Potency, µM (series often up to 115 µM), for the others: at the top dose activation, most hits filed as activators | Q03431 | HEK293 GP2 PTHR1 cells, GloSensor cAMP luminescence, 1 h | hit rate 0.075% among 410,000; further: potency means the concentration at half of the fitted maximal effect; nearly all actives have a fitted effect of over 55% in size; some results filed as inactive show a strong effect at the top dose; inactives centre near -15; many of its hits are not listed in these tables
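HEK-293-derived GP2 cells expressing PTHR1 and a GloSensor cAMP reporter, 3,000/well, plated overnight, given luciferin plus IBMX (each 0.5 mM as added) for 1 h at 37 °C, then compound for 1 h at 37 °C. Luminescence was read after 15 min at room temperature.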
aSyn rescue: rescues yeast growth from alpha-synuclein toxicity | AID 652106 | Potency, µM (series often up to 46.1 µM), for the others: at the highest dose growth rescue (activation), usual class: activators | Yeast expressing alpha-synuclein, growth rescue, BacTiter-Glo, 24 h | hit rate 0.14% among 370,000; further: potency means the concentration at half of the fitted maximal effect; % of control where 0% means no effect; nearly all actives have a fitted effect of over 65% in size
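Readout is rescue of growth in alpha-synuclein-expressing yeast, so inhibitors of toxicity appear as activators. Growth after 24 hr at 30 deg C in galactose medium is quantified by luminescence.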
* hit, by the source's call; i = inactive; ? = inconclusive; · = no result given; & = joins results of further samples; [ ] = dose if it differs, or a comment. Unless noted, the call rests on the fitted dose curve; in most records, active means well fitted curve in the direction sought with a large enough effect; inconclusive means small, poorly fitted or top-dose-only effect, or another doubt; inactive means no such curve, though single readings can be large; an effect the other way counts as inactive or inconclusive. These rows are one share of the data; the hit share may differ from the screen's.

SMILES	DRD3 agonist	DRD3 antagonist	GLP1R ag	KB-V1 MDR tox	HEK293 tox	TDP43 rescue	GLP-1R inv ag	PTHR1 agonist	aSyn rescue
Cn1cc(/C=C(\C#N)C(=O)Nc2cccc([N+](=O)[O-])c2)c2ccccc21	5	16	-1%	8%	-8%	17%	-2%	i	3%
CC1(C(=O)Nc2nccs2)Cc2ccccc2C(=O)O1 (stereo not given)	0	10	-11%	-34%	-30%	-17%	-3%	i	4%
COc1cc(NC(=O)C2CCCN2S(=O)(=O)c2ccc3c(c2)CC(C)N3C(C)=O)cc(OC)c1 (stereo not given)	-18	13	-3%	-15%	0%	-14%	50%[activator]	-13%	-3%
CCCNC(=O)c1ccccc1NC(=O)c1ccc2c(=O)n3c(nc2c1)CCC3	5	14	0%	0%	-3%	13%	17%	?	-4%
Brc1ccc(-c2nc(-c3ccccc3)no2)o1	-1	-4	-5%	-13%	2%	?	1%	-14%[57.5 µM]	-13%
O=C(OCC(=O)N1CCN(c2ccccc2)CC1)c1ccc(Cl)cc1[N+](=O)[O-]	3	17	0%	-6%	9%	?	-18%	-23%	15%
CCc1ccc(C(=O)c2cn(CC(=O)Nc3cccc(C)c3C)c3nc(C)ccc3c2=O)cc1	-19	·	·	-3%	8%	-14%	13%	-9%	·
COc1ccc2cnn(-c3ccc(OC(F)(F)F)cc3)c(=O)c2c1OC	0	4	6%	8%	-4%	-10%	33%[activator]	i	0%
COc1ccc(CCC(=O)NCCS(=O)(=O)N2CCN(c3ccccc3F)CC2)cc1	-8	6	11%	?	-13%	-9%	?	-20%	1%
C/C(=N\NC(N)=S)C1(C)CCCCC1	-1	-28	-2%	21%	?	?	?	i	1%
C[C@H](NC(=O)c1ccccc1)C(=O)OCC(=O)Nc1sccc1C(N)=O	-4	-13	-7%	0%	1%	-2%	6%	-15%	-12%
CC(C)C(c1nnnn1C1CCCCC1)N1CCc2ccccc21 (stereo not given)	4	0	4%	0%	18%	14%	?	-14%[57.5 µM]	-4%
OCC1(Cc2ccc(Cl)cc2)CCN(Cc2ccc(F)c(F)c2)CC1	-17	?	-4%	-17%	-25%	-12%	7.9µM*	-40%[inhibitor]	0%
O=C(CCN1C(=O)c2cccc3cccc(c23)C1=O)NCc1ccco1	34*	-13	4%	-3%	8%	10%	16%	-13%	-2%
O=C(COC(=O)CCc1nc2ccccc2s1)NCc1ccco1	7	8	2%	1%	19%	19%	5%	i	10%
Nc1nc2ccccc2cc1-c1cccs1	4	4	14%	16%	-9%	11%	-18%	i	-1%
COc1ccc(-c2cccc(C(=O)Nc3ccc(OC)c(OC)c3)c2)cc1	-1	10	3%	4%	-10%	-1%	-18%	i	0%
O=C(O)c1ccc2c(c1)N(Cc1ccccc1)C(=O)c1ccccc1S2=O (stereo not given)	4	19	-1%	?	-5%	7%	5%	i	5%
CCCCc1cc(=O)oc2c3c(cc(OCC(=O)NCCCO)c12)OC(C)(C)CC3	-3	0	17%	6%	-3%	-11%	73%[activator]	i	1%
CCn1c(SCC(=O)NC(C)(C)C)nnc1-c1ccoc1C	-4	-20	-6%	?	-1%	3%	-2%	-2%[57.5 µM]	-2%
CCOC(=O)c1[nH]c(COC(=O)C2CC(=O)N(Cc3ccccc3)C2)c(C(=O)OCC)c1C (stereo not given)	0	13	2%	1%	-9%	10%	-5%	0%[57.5 µM]	-4%
CCOc1cccc(/C=C2\NC(=S)N(c3ccccc3)C2=O)c1O	-2	9	-1%	-1%	?	9%	?	-93%[inhibitor]	-11%
COc1ccc(OC)c(C2C(C#N)=C(N)Oc3c2c(C)nn3-c2cccc(Cl)c2)c1 (stereo not given)	-21	23	-23%	-12%	-25%	-9%	0%	-35%[inhibitor]	0%
COc1cccc2sc3cc(NCc4ccc5c(c4)OCO5)ccc3c(=O)c12	-8	28	0%	?	1%	21%	-1%	i	?
CC(=O)Nc1ccc(NC(=O)C(C)OC(=O)CCCN=C2NS(=O)(=O)c3ccccc32)cc1 (stereo not given)	6	-2	-1%	3%	18%	11%	10%	i	-3%
COC(=O)C1SCC2C(=O)N(Cc3cccc(C)c3)CC(=O)N21 (stereo not given)	-1	-3	1%	4%	2%	4%	14%	i	1%
O=C(N/N=C/c1cc([N+](=O)[O-])ccc1O)Nc1ccccc1	-17	-75*	2%	0%	-2%[7.66 µM]	15%[9.22 µM]	1%[7.66 µM]	-2%	1%
COc1cccc(Cn2c3ccc(NC(=O)CC(C)C(F)(F)F)cc3c(=O)n2C)c1 (stereo not given)	5	6	-5%	3%	4%	17%	-13%	-7%	-2%
COC(=O)c1ccc(CSc2nnc(-c3ccncc3)o2)cc1	-2	-12	-9%	-12%	-2%	15%	23%	i	-5%
CC(=O)NC(C)(c1ccccc1)c1nc(-c2cnc3ccccc3c2)cs1 (stereo not given)	0	-6	?	2%	-5%	21%	33%[activator]	-30%[inhibitor]	-13%
Cc1nc(SCC(=O)NCc2ccc(F)cc2)c2c(=O)n(C)c(=O)n(C)c2n1	0	19	-4%	-3%	-15%	0%	-2%	-14%	-5%
COc1ccc(CC(=O)NCCC(C)C)cc1S(=O)(=O)N1CCOCC1	1	4	-3%	1%	-3%[0.307 µM]	6%	5%[0.307 µM]	-29%	-5%
O=C(Cn1c(=O)n(-c2ccc(Cl)cc2)c(=O)c2c3c(sc21)CCC3)c1ccccc1	-8	·	·	6%	29%	7%	7%	i	·
CCOC(=O)c1cc2sccc2n1CC(=O)OC	-2	14	1%	0%	-1%	-37%[inhibitor]	-20%	-19%[57.5 µM]	-21%
Cc1ccc(S(=O)(=O)c2c(C)nn(C(C)(C)C)c2OC(=O)C2CCCC2)cc1	12	0	-14%	?	?	10%	?	-68%[inhibitor][57.5 µM]	11%
CC1CCCN(c2ccc3nncn3n2)C1 (stereo not given)	-11	-24	4%	-1%	-2%	-17%	11%	-5%	-8%
O=C(NCC1CCCO1)c1onc(CSc2cccc3ccccc23)c1C(=O)O (stereo not given)	-10	-18	-1%	-15%	7%	-12%	-4%	-28%	-5%
Cc1cccc(NC(=O)CSc2nnnn2-c2cccnc2)c1	-18	-28	-1%	-3%	-9%	-22%	0%	i	1%
CCS(=O)(=O)NC(=O)C1(C)CCN1C(=O)C1(c2ccc(Cl)cc2)CC1 (stereo not given)	-10	-15	-6%	7%	1%	11%	-14%	i	3%
COc1cc(OC)cc(C(=O)OC(C)C(=O)NC2CCCc3ccccc32)c1 (stereo not given)	3	8	6%	11%	0%	29%	?	-1%	0%
CCN(CC(=O)Nc1sc2c(c1C#N)CCCC2)CC(=O)NC1CCS(=O)(=O)C1 (stereo not given)	-10	3	12%	-1%	11%	-27%	10%	-1%	-1%
CCOC(=O)C(CC)n1nc(C)n2c(cc3occc32)c1=O (stereo not given)	-2&-1	-7	5%	-3%	-8%&7%	-10%&20%	9%&0%	0%	0%
Cc1ccc(/C=C2/NC(=O)N(Cc3ccc(Br)cc3)C2=O)o1	7	-14	-22%	-30%	-22%	-18%	1%	i	-23%
CN1C(=S)N2CCCN2C1c1ccccc1 (stereo not given)	-3	-2	14%	29%	-8%	8%	-3%	i	-7%
O=C(CSc1nc2cccnc2n1Cc1ccccc1)NC1CCCCC1	-1	-11	4%	0%	-3%	7%	?	-17%	10%
CCc1ccc(CNC(=O)CSc2c3c(nc4ccc(Cl)cc24)CCCC3)cc1	2	·	·	·	4%	?	3%	-18%	·
O=C(CN1CCN(Cc2ccc(F)cc2Cl)CC1)NCc1ccccc1	-4	3	2%	-12%	1%	11%	?	i	5%
CCCNC(=O)C1(C)CCCN(Cc2ccc3c(c2)OCO3)C1 (stereo not given)	-11	-55*	8%	4%	-7%	24%	-21%	i	-5%

Arranged by formula weight (rising): some entries from above
SMILES	DRD3 agonist	DRD3 antagonist	GLP1R ag	KB-V1 MDR tox	HEK293 tox	TDP43 rescue	GLP-1R inv ag	PTHR1 agonist	aSyn rescue
CN1C(=S)N2CCCN2C1c1ccccc1 (stereo not given)	-3	-2	14%	29%	-8%	8%	-3%	i	-7%
CCOC(=O)C(CC)n1nc(C)n2c(cc3occc32)c1=O (stereo not given)	-2&-1	-7	5%	-3%	-8%&7%	-10%&20%	9%&0%	0%	0%
O=C(NCC1CCCO1)c1onc(CSc2cccc3ccccc23)c1C(=O)O (stereo not given)	-10	-18	-1%	-15%	7%	-12%	-4%	-28%	-5%

Following part.
SMILES	DRD3 agonist	DRD3 antagonist	GLP1R ag	KB-V1 MDR tox	HEK293 tox	TDP43 rescue	GLP-1R inv ag	PTHR1 agonist	aSyn rescue
O=C1N(c2ccccc2)c2ccccc2C1(O)C(F)(F)F (stereo not given)	-5	4	10%	0%	-2%	?	?	i	7%
NC(=O)[C@@H]1CCCNc2c(F)cc([N+](=O)[O-])cc2C(=O)N[C@@H](CO)C(=O)N[C@@H](Cc2ccc(O)cc2)C(=O)N1	7	-6	3%	0%	?	-8%	14%	-11%	-1%
O=C(O)c1cccc(S(=O)(=O)N2CCN(S(=O)(=O)c3ccc4ccccc4c3)CC2)c1	6	6	-7%	7%	-6%	23%	6%	-39%[inhibitor]	2%
COc1ccccc1CNC(=O)C1CCC(CNS(=O)(=O)c2cccs2)CC1 (stereo not given)	0	-9	8%	1%	-1%	-9%	-9%	-16%	-1%
COC/C=C/C1=CC2=CC(=O)C(C)(OC(=O)c3cnc4ccccc4n3)C(=O)C2=CN1Cc1ccc(OC)cc1 (stereo not given)	-16	-20	-3%	?	-12%	-2%	12%	-12%	-1%
O=c1oc2ccccc2cc1-c1nc(-c2ccccc2)no1	3	-10	3%	1%	-8%	-17%	7%	-3%[57.5 µM]	1%
Nc1c(C(=O)OCC2CCCO2)c2nc3ccccc3nc2n1-c1ccc2c(c1)OCCO2 (stereo not given)	4	-21	3%	-11%	0%	0%	?	i	2%
Cc1cc(=O)[nH]c(-c2cccnc2)n1	6	-3	4%	0%	14%	18%	12%	-18%	-3%

Screens from PubChem BioAssay.
